Compound activity deposited in PubChem by several laboratories.
MDM2 E3 inh = blocks human Mdm2 ubiquitin ligase activity; Q00987; cell-based MDM2 ubiquitination luciferase reporter, 2 h; 0 = plate control, 100 = twice control, blank-subtracted; 0.11% of 210,000 active; AID 1230; signal enhancement, % at 5 µM;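 active means signal enhancement of 30% or more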;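 further: luminescence tracks abundance of the self-degrading MDM2-luciferase fusion protein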
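test system = mammalian cells stably expressing self-ubiquitinating, self-degrading MDM2 E3–luciferase fusion | quantity = 2000 cells/well | incubation = cell settling 4 h, compound treatment 2 h, both 37 °C | signal = luminescence with SteadyLite reagent, 15 min at room temperature | evaluation = % enhancement relative to plate controls after blank subtraction | benchmarks = plate controls and plate blanks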
CHOP inh = blocks CHOP induction under ER stress; inhibition, % at 10 µM; 3.8% of 220,000 active; CHO-K1 CHOP-promoter luciferase, tunicamycin-induced, 15-18 h;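 active means compounds that reduced the stress-induced luciferase reporter signal by more than about 70% of percent inhibition, limit read from the data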;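 further: 0% = tunicamycin plus vehicle and 100% = wells without tunicamycin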
PPC-1+TRAIL kill = PPC-1 cancer cell killing with TRAIL present. 0.41% of 220,000 active. AID 1443. cell killing (% activity), % at 4 µM. PPC-1 cells + TRAIL, ATPLite viability luminescence;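 active means cell killing above 50% in the first pass at 4 µM, then a duplicate retest at 5 µM averaging 50% or more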;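 further: plate controls were cells with TRAIL plus DMSO for no effect and medium-only wells lacking cells for full effect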
NCF1 inh = inhibitors of human p47phox binding; inhibition, % at 24.7 µM; 0.53% of 220,000 active; P14598; p47phox/p22phox peptide binding, fluorescence polarization, 2 h; AID 1274;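 active means inhibition above about 30%, limit read from the data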;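 further: 0% = p47phox with labelled peptide and 100% = labelled peptide alone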
TRPML3 ag = human mucolipin-3 channel agonism. HEK293 TRPML3-YFP, Fluo-8 calcium fluorescence; 100% = the carbachol control signal. activation, % at 3 µM. 0.29% of 220,000 active. Q8TDD5;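 active means activation above its plate's cutoff, the mean activation of the plate's test wells plus 3 SD, cut at about 12% in these data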;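 further: 0% = DMSO only wells and 100% = carbachol wells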
Target sequence (Q8TDD5 whole entry, looked up): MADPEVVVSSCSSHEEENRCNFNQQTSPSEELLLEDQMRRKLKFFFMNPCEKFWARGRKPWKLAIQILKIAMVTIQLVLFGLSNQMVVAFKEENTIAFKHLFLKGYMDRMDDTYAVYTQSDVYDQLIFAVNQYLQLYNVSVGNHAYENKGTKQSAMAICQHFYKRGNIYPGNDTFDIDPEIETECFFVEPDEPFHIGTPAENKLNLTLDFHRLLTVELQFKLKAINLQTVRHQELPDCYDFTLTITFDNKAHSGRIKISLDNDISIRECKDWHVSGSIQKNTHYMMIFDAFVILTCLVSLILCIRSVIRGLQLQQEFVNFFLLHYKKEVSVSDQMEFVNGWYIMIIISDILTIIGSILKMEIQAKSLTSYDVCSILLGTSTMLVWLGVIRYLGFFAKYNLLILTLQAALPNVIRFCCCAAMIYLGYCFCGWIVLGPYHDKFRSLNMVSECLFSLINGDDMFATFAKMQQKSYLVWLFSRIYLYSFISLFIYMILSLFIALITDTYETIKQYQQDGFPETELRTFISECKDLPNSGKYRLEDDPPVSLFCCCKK
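Test system – HEK293 line with stable expression of human TRPML3-YFP channel · Control set – carbachol 87 µM final as high control (100%), DMSO as low control (0%) · Signal – Fluo-8 calcium dye fluorescence, ex 470-495, em 515-575 nm · Incubation – 1-h 37 °C dye load, 5-s basal, 120-s post-compound reads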
Runt-SMMHC FRET = blocks binding of human RUNX1 Runt domain to CBFb-SMMHC; 0.74% of 220,000 active; inhibition, % at 20 µM; AID 1434; Cerulean-Runt/Venus-CBFb-SMMHC FRET ratio 530/480, 1 h;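 active means mean inhibition across duplicate retests at 20 µM reaching about 50%, limit read from the data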;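 further: 0% = DMSO wells and 100% = wells with excess untagged CBFb-SMMHC; inhibitors lower the FRET ratio by blocking Runt binding to CBFb-SMMHC; some results filed as inactive read as strong as hits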
TRPN1 ag = zebrafish TRPN1 (NompC) channel agonism | HEK293 zebrafish TRPN1-YFP, Fluo-8 calcium fluorescence; 100% = response to 87 µM carbachol | activation, % at 3 µM | 0.18% of 220,000 active;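 active means activation above its plate's cutoff, the mean activation of test wells on that plate plus 3 SD, cut at about 19% in these data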;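 further: 0% = DMSO alone and 100% = 87 µM carbachol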
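System: zebrafish TRPN1-YFP in HEK293 cells / Dosing: 3 µM single point / Timing: dye loading 1 h at 37 °C, then 30 min room temperature / Signal: Fluo-8 calcium fluorescence, excitation 470-495 nm, emission 515-575 nm / Read-out basis: percent activation from peak over basal fluorescence ratio, control-normalized / Control set: high carbachol 87 µM, low DMSO alone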
TNF necrop inh = blocks TNF-alpha induced death of Jurkat FADD-/- cells; activation (protection from cell death), % at 10 µM; 0.068% of 220,000 active; Jurkat FADD-/- TNF necroptosis rescue, ATP luminescence, 24 h; 0 = TNF only, 100 = no-TNF cells;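 active means activation, meaning protection from cell death, of at least 50% relative to plate controls; inactive means activation below 50%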;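 further: necroptosis triggered by 40 ng/mL TNF-alpha added together with compound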
EBV gp42 block = EBV gp42 inhibition; Q1HVG2; 0.42% of 220,000 active; inhibition, % (tested at 21.74 µM); Fluorescence polarization binding assay, mP read-out; AID 1085; in the data active means inhibition above about 50%
Target sequence (Q1HVG2 whole entry, looked up): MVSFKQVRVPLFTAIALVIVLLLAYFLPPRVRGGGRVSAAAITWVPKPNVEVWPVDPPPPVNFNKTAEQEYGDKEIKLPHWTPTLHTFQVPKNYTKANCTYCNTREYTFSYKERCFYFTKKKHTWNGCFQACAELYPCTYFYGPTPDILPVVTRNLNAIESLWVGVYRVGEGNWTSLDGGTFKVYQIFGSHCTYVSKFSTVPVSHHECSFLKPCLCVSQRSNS
Starred values were filed as active, the others as inactive; nt = no result given. Rows are unselected; overall some 5.9% were active at least once.

SMILES	MDM2 E3 inh	CHOP inh	PPC-1+TRAIL kill	NCF1 inh	TRPML3 ag	Runt-SMMHC FRET	TRPN1 ag	TNF necrop inh	EBV gp42 block
C/[N+]([O-])=C1\Cc2ccccc2C1=O	-12	12	14	-6	0.9	0	1.1	-3.4	-9
Cc1cc(C)cc(NC(=O)CN(c2ccc(F)cc2)S(C)(=O)=O)c1	10	22	16	-1	-0.9	-5	-0.5	1.2	-5
CN1CCN(NC(=O)c2cc(Br)ccc2Cl)CC1	-9	-1	16	-5	0.8	5	-0.2	0.4	-8
O=C(c1ccccc1)N1N=C(c2ccco2)CC1c1cccs1 (centres undefined)	-15	6	12	11	-0.7	2	-0.9	-0.8	3
COc1ccc(C(=O)O)cc1S(=O)(=O)Nc1ccc(C)cc1	-10	20	-5	0	1.1	1	0.1	-0.8	-10
O=C(NCC1CCCO1)C1CC1(c1ccccc1)c1ccccc1 (centres undefined)	-15	-3	4	-2	-0.2	1	0.3	2.0	-2
COC(=O)c1ccccc1NC(=O)N1CSC[C@H]1C(=O)OC	-17	32	-5	-9	0.6	-6	0.9	-0.7	-13
CC(C)CCn1c(Oc2ccc(Cl)cc2)nc2c1c(=O)n(C)c(=O)n2C	-18	76*	1	-5	0.8	1	-1.5	-1.2	1
CCn1c(SCC(=O)NC(C)C)nnc1-c1cccs1	-18	0	-2	-6	0.2	2	0.1	0.9	-19
CC(=O)Nc1cccc2c1C(=O)N(c1ccccc1C)C2=O	-5	16	10	-12	-1.1	-8	-0.6	0.4	-6
CCCCNC(=O)C1CCN(Cc2ccccn2)CC1	-18	-21	14	-5	1.1	2	0.1	-0.8	-6
COCCn1c(C)cc(/C=C2/NC(=O)N(c3ccc(Cl)cc3)C2=O)c1C	9	8	10	0	0.1	2	-0.7	1.6	-2
O=C(/C=C/c1cccc([N+](=O)[O-])c1)NCc1ccccc1	2	16	-19	-1	0.6	1	-0.7	0.9	0
O=C1CN(C(=O)/C=C/c2cccc(Cl)c2)c2ccccc2N1	-10	38	10	-13	0.0	-1	-1.6	0.1	0
O=C(Nc1ccc2ccccc2c1)/C(=C/c1cccc(Br)c1)NC(=O)c1ccco1	-12	29	34	-15	0.7	1	1.1	1.2	-10
COc1cc(-c2nc(Cc3c(F)cccc3Cl)no2)cc(OC)c1OC	nt	nt	nt	nt	0.4	-2	0.9	1.9	nt
CCS(=O)(=O)N1CCN(c2ccnc3cc(Cl)ccc23)CC1	-10	16	6	-9	0.4	-5	-1.2	5.8	-9
O=C(COC(=O)c1n[nH]c2ccccc12)NC(=O)NC1CCCC1	-7	13	-16	-5	-0.1	-1	0.7	-1.0	1
Cc1ccc(O)c(CP(=O)(c2ccccc2)c2ccccc2)c1	18	-22	11	-9	-0.1	3	-0.5	1.2	-15
COc1ccc(C2=NCCn3cccc32)c(OC)c1	-22	0	13	5	1.0	-3	1.5	1.2	-9
CCN=C1S/C(=C\c2cc(Br)ccc2OCC(=O)OCC)C(=O)N1CC	0	41	46	-16	0.8	-7	-0.1	1.0	-3
CN1CCN(CCOC2Cc3ccccc3Sc3ccc(Cl)cc32)CC1 (centres undefined)	-2	-2	16	-12	0.7	-4	-0.2	3.2	-11
O=C(/C=C/c1ccccc1)Nc1cccnc1Oc1ccccc1F	-19	-13	6	-10	-0.4	-2	-1.7	-0.9	-2
COCc1cc(=O)[nH]c(/N=C(\N)Nc2cccc(C)c2)n1	-9	7	20	-7	0.6	-5	0.4	-0.3	-29
COc1ccccc1-n1cnnc1SC(C)C(=O)Nc1ccc(NC(C)=O)cc1 (centres undefined)	-2	8	3	-7	-0.9	0	-0.1	-0.6	-7
Nc1nnc(CC(=O)N/N=C/c2ccccc2OCc2ccc(F)cc2)s1	-3	-8	2	-8	0.5	2	-0.3	2.2	-3
O=[N+]([O-])c1cccc(/C(=N/N=C/c2ccccc2Br)C23CN4CN(CN(C4)C2)C3)c1	-7	-21	16	0	-0.5	0	-0.7	-2.5	-2
COc1ccccc1NC(=O)CN(Cc1ccco1)C(=O)c1cncc(Br)c1	-12	1	1	-14	0.1	0	0.7	0.6	-10
C=CCNc1ncnc2c1[nH]c1ccc(C)cc12	-32	22	19	-19	0.2	1	4.7	-5.5	-14
CCOc1ccc2nc(NS(C)(=O)=O)sc2c1	-9	-6	3	-8	-0.6	6	0.0	-1.8	-5

Shown with each value named: two of the compounds above.
> O=C(/C=C/c1cccc([N+](=O)[O-])c1)NCc1ccccc1
- MDM2 E3 inh: 2
- CHOP inh: 16
- PPC-1+TRAIL kill: -19
- NCF1 inh: -1
- TRPML3 ag: 0.6
- Runt-SMMHC FRET: 1
- TRPN1 ag: -0.7
- TNF necrop inh: 0.9
- EBV gp42 block: 0

> Cc1cc(C)cc(NC(=O)CN(c2ccc(F)cc2)S(C)(=O)=O)c1
- MDM2 E3 inh: 10
- CHOP inh: 22
- PPC-1+TRAIL kill: 16
- NCF1 inh: -1
- TRPML3 ag: -0.9
- Runt-SMMHC FRET: -5
- TRPN1 ag: -0.5
- TNF necrop inh: 1.2
- EBV gp42 block: -5

Continued.
SMILES	MDM2 E3 inh	CHOP inh	PPC-1+TRAIL kill	NCF1 inh	TRPML3 ag	Runt-SMMHC FRET	TRPN1 ag	TNF necrop inh	EBV gp42 block
Cc1cccc2sc(NC(=O)Cn3cccc3)nc12	-25	0	32	-14	0.8	1	0.8	0.7	-19
O=C(NCc1ccco1)/C(=C\c1ccco1)NC(=O)c1ccc(Br)o1	-16	-37	13	-5	-0.2	-2	0.5	0.7	-3
CC1=CCC2C(=O)N(c3nc(C)cc(C)n3)C(=O)C2C1 (centres undefined)	-13	19	33	-5	0.5	1	-0.9	-1.2	-6
CCN(CC)c1ncnc2sc(C(=O)N3CCN(c4ccccc4)CC3)c(C)c12	-12	24	30	-9	0.2	3	1.4	2.2	-19
CCOc1ccc(C(=O)NCC(=O)OCc2c(F)cccc2Cl)cc1	8	13	13	-1	-0.5	-1	-2.1	0.1	-19
Cc1cc(NC(=O)CSc2nnc(-c3c[nH]c4ccccc34)n2-c2ccc(Cl)cc2)no1	-2	106*	8	12	0.4	-1	-0.7	-2.1	-19
COCCN1C=C(C(=O)OC)C(c2ccccc2Cl)C(C(=O)OC)=C1	-9	-12	12	5	0.1	86*	1.2	-0.6	10
CCOc1cc(C2C(C#N)=C(N)Oc3n[nH]c(C)c32)ccc1OCCN1CCOCC1 (centres undefined)	-15	-15	27	-1	0.2	-2	0.5	-6.2	-5
CC1(CC(=O)N/N=C/c2ccc(-c3cccc(C(F)(F)F)c3)o2)OCCO1	-1	-33	20	-6	-0.4	0	-0.3	0.7	1
CC(C)(C)n1nnnc1C(c1cccc(C#N)c1)N1CCC(Cc2ccccc2)CC1 (centres undefined)	-5	80*	8	-85	0.9	-1	-3.5	0.5	-90
COc1ccc(CCNC(=O)CSc2nc(N)cc(=O)[nH]2)cc1OC	-12	1	5	3	0.4	0	0.4	0.0	0
COc1ccc(NC(=S)NNC(=O)OC(C)(C)C)cc1OC	-5	-20	0	-8	0.5	2	-1.3	4.0	-4
CCn1c(CNC(=O)c2ccccc2F)nnc1SCC(=O)NC1CCCCC1	-12	14	2	4	-0.1	2	-0.4	0.1	3
CCC(=O)/C(=C(/O)c1ccccc1)c1nc2ccccc2[nH]1	-14	-38	5	4	0.7	1	0.6	2.9	-4
CCN(CC)c1ccc(NC(=O)C2CC(=O)N(Cc3ccccc3)C2)cc1 (centres undefined)	-16	26	15	-2	0.1	22	-1.2	-3.2	-11
CCC(SCC(=O)OC)C(=O)Nc1nnc(C(C)C)s1 (centres undefined)	-17	30	-12	-8	-0.2	2	-0.6	-0.8	-19
Cc1ccc(CCN2CC(C(=O)O)CC2=O)cc1 (centres undefined)	0	-1	-4	0	0.7	0	-0.8	1.1	-12
O=C1NC2(CCc3ccccc3C2)C(=O)N1CCOc1cccc(Cl)c1 (centres undefined)	-13	32	-7	-8	0.2	6	-1.3	2.1	-17
Cn1cccc1CC(=O)N/N=C/C(Cl)=C/c1ccccc1	-7	29	-4	-48	-0.4	-2	0.1	2.6	-2
COc1cc2c(cc1OC)C(C(=O)NCc1ccco1)C1c3ccccc3CCN1C2=O (centres undefined)	-8	41	-15	-11	0.5	4	1.4	-4.9	-9
CCC(=O)Nc1ccc(C(=O)c2ccccc2)cc1	-7	-8	-4	6	-0.3	-3	0.4	-0.6	10
Cc1cc(C)nc(NN=C2CCCC2)n1	-11	11	-6	1	1.0	-1	0.4	2.1	-7
CC(C)(CO)NCC#Cc1ccccc1	nt	11	11	3	1.2	3	0.6	0.5	2
Cc1ccc(OCC(=O)NCCc2nc3ccccc3[nH]2)c(C)c1	-6	13	6	-3	-0.2	0	-0.7	0.7	-1
COCCN(C(=O)C(C)C)c1nnc(-c2ccc(C(C)(C)C)cc2)s1	-5	41	14	-3	0.6	-4	0.4	3.0	-9
CCCCc1nc2sc3c(c2c(=O)[nH]1)CCC3	-17	27	6	-21	-0.3	-2	0.4	2.4	4
CC(C)C(=O)Nc1nnc(SCC(=O)NCc2ccc3c(c2)OCO3)s1	1	13	-8	0	1.0	-1	-0.6	0.8	-18
O=C(Cn1c2[n+](c3ccccc31)CC(O)CS2)c1ccccc1 (centres undefined)	-32	-19	10	1	0.8	-5	2.1	0.6	-18
Oc1ccc2[nH]cnc2c1CN1CCCCC1	-6	55	23	-9	-0.1	-7	-0.2	-0.1	1
CN1CN(C)c2cccc3cccc1c23	4	19	19	-4	0.3	13	0.5	-2.4	0
O=C(c1noc2c1CCCCC2)N1CCOCC1	8	-3	16	-13	1.2	1	2.3	1.3	1
O=c1oc2c(CN3CCN(CCO)CC3)c(O)ccc2cc1-c1ccccn1	nt	-3	11	7	1.0	80*	1.1	0.5	-8
CCn1c(=O)c(-c2nc3ccccc3[nH]2)c(O)c2ccccc21	-7	-20	15	3	-0.9	1	-0.1	-0.7	2
CCOC(=O)CN(C(=O)CSc1nnc(CNc2ccc(F)cc2)o1)c1ccccc1	-15	13	-6	-32	-1.4	4	-0.2	1.4	2
CCOC(=O)Cc1csc(NC(=O)c2ccc(Br)s2)n1	-2	51	17	-10	1.2	-5	3.8	-6.4	-13
NNC(=O)CNc1ccccc1Cl	11	18	12	-6	0.7	-1	-0.7	1.1	-8
O=C(Nc1cccc(C(F)(F)F)c1)c1ccccc1NC(=O)C1CCCCC1	6	94*	4	-11	0.6	-2	-1.8	1.6	-2
Cc1nn2c3c(cnc2c1-c1ccccc1)C(=O)CC(c1ccccc1)C3 (centres undefined)	-1	49	21	-2	0.5	-4	1.0	-0.5	8
